JMJD2E inh: qHTS Assay for Inhibitors of Human Jumonji Domain Containing 2E (JMJD2E); 230,000 tested, 1.6% active; Lysine-specific demethylase 4E (Homo sapiens), B2RXH2; JMJD2E catalytic domain, FDH-coupled NADH fluorescence (FDH is formaldehyde dehydrogenase); AID 2147, 2009; Potency, µM (top dose mostly 57.1 µM), inactives show top-dose activity change, negative = inhibition, usual class: inhibitors; active means well fitted inhibition curve with a large enough effect, not every such curve was filed as active; inconclusive means small, poorly fitted or top-dose-only effect, or another doubt; inactive means no such curve, though single readings can be large or run the other way;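 further: 0% = wells with enzyme and -100% = buffer wells without enzyme; nearly all actives have a fitted effect of over 50% in size; many of its hits are not listed in these tables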
Target sequence (B2RXH2 1-337 limits assumed): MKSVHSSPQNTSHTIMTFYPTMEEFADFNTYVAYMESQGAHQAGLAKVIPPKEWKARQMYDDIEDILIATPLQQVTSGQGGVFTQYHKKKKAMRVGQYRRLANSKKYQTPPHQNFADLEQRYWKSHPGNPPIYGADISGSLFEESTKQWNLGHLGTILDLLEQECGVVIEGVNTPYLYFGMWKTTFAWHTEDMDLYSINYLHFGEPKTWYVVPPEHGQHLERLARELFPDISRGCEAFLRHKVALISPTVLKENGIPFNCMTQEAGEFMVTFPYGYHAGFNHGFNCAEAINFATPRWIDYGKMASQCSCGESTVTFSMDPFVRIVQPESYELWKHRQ
Lamin A splicing: qHTS Assay for Modulators of Lamin A Splicing; AID 1487, 2009; HeLa LMNA splicing GFP/RFP minigene ratio, 48 h; Potency, µM (series often up to 46.1 µM), without a hit: top-dose ratio change, negative = inhibition, hits mostly inhibitors; 200,000 tested, 0.01% active; active means well fitted inhibition curve with a large enough effect in the signal ratio, with a control signal flat, not every such curve was filed as active; inconclusive means small, poorly fitted or top-dose-only effect, or effect the other way, or a change in a side signal; the % refers to the signal ratio; further: on the % scale 0 is the no-effect control and ±100 the full control effect
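S3 HeLa cells stably expressing lamin A-EGFP splicing minigene plus DsRed2, 600 cells/well, 48 h compound exposure at 37C. Laser-scanning cytometry; analysed as GFP (500-530 nm)/RFP (575-640 nm) total intensity ratio; 0.5% DMSO vehicle.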
SMN2 splice up: qHTS Assay for Enhancers of SMN2 Splice Variant Expression; HEK293 SMN2-luciferase splicing reporter, luminescence, 30-36 h; 210,000 tested, 2.8% active; Potency, µM (titrated, usually from 46.1 µM), for inactives: at the highest dose activity change, positive = activation, hits mostly activators; further: % of control where 0% means no effect; nearly all actives have a fitted effect of over 55% in size
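HEK293 cells carry an SMN2 minigene-luciferase reporter in which exon 7 inclusion puts luciferase in frame. Cells were seeded at 2000 cells/well, attached for 10-12 hours, then exposed to compounds for 30-36 hours at 37C before ONE-Glo luminescence.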
GoLoco inh red: qHTS Assay for Inhibitors of RGS12 GoLoco Motif Activity (Red Fluorophore) | Guanine nucleotide-binding protein G(i) subunit alpha-1 (Homo sapiens), P63096 | Gai1:RGS12 GoLoco peptide FP, rhodamine, 10 min | Potency, µM (top dose mostly 61.6 µM), inactives show at the highest dose activity, negative = inhibition, most hits filed as inhibitors | 230,000 tested, 0.44% active | AID 880, 2007; active means well fitted inhibition curve with a large enough effect, not every such curve was filed as active; inactive means no such curve, though single readings can be large or run the other way; further: on the % scale 0 is the no-effect control and ±100 the full control effect; nearly all actives have a fitted effect of over 30% in size; many of its hits are not listed in these tables
Target sequence (P63096 whole entry, looked up): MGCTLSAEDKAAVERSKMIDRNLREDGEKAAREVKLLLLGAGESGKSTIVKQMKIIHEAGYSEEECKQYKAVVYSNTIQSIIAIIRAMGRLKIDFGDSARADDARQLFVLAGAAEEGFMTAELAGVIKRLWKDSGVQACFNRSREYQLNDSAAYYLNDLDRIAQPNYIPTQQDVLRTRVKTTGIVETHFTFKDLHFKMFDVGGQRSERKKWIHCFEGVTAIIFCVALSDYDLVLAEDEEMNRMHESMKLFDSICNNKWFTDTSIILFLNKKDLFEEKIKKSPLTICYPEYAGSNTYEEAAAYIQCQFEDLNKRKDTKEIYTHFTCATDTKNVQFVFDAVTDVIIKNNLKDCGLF
TRb-SRC2 inh: qHTS for Inhibitors of the Interaction of Thyroid Hormone Receptor and Steroid Receptor Coregulator 2 | Potency, µM (series often up to 106 µM), without a hit: at the highest dose activity change, negative = inhibition, actives largely listed as inhibitors | AID 1469, 2008 | 280,000 tested, 0.065% active | TRbeta-SRC2 peptide binding, fluorescence polarization; receptor liganded with 1 µM T3;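 further: plate controls were bound peptide for no effect and peptide without receptor for full effect; nearly all actives have a fitted effect of over 50% in size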
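Read-out is fluorescence polarization (555 nm excitation, 632 nm emission) of a Texas Red SRC2 coactivator peptide; loss of signal reflects blocked binding to human TRb ligand-binding domain in the presence of 1 uM T3.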
ALDH1A1 block: qHTS Assay for Inhibitors of Aldehyde Dehydrogenase 1 (ALDH1A1); Purified ALDH1A1, NADH fluorescence, propionaldehyde substrate; Potency, µM (top dose mostly 75.3 µM), for the others: at the top dose activity, negative = inhibition, hits mostly inhibitors; 220,000 tested, 7.3% active; AID 1030, 2008; active means well fitted inhibition curve with a large enough effect, not every such curve was filed as active; inconclusive means small, poorly fitted or top-dose-only effect, or another doubt; inactive means no such curve, though single readings can be large or run the other way;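 further: plate controls were no enzyme wells and a reference inhibitor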
TR SRC2 fluor cs: Total Fluorescence Counterscreen for Inhibitors of the Interaction of Thyroid Hormone Receptor and Steroid Receptor Coregulator 2 | TRb/SRC2 Texas Red total fluorescence interference | Potency, µM (top dose mostly 106 µM), inactives show at the highest dose fluorescence change, negative = quenching | 280,000 tested, 0.29% active | AID 1479, 2009; active means well fitted curve in either direction with a large enough effect; inconclusive means small, poorly fitted or top-dose-only effect; further: on the % scale 0 is the no-effect control and ±100 the full control effect
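Flags fluorescent or light-absorbing compounds by total fluorescence, S + 2P, at 555 nm excitation and 632 nm emission. Mixture: 20 nM Texas Red SRC2 peptide, 0.6 uM human TRb LBD, 1 uM T3, 5% DMSO; compound exposure 5 h at ambient temperature.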
RECQ1 inh: qHTS Assay for Inhibitors of RecQ-Like Dna Helicase 1 (RECQ1); 240,000 tested, 0.54% active; AID 2549, 2010; ATP-dependent DNA helicase Q1 (Homo sapiens), P46063; RECQ1 DNA unwinding, red fluorescence kinetic read; Potency, µM (doses to about 57.3 µM), for inactives: at the top dose activity, negative = inhibition, most hits filed as inhibitors;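 further: plate controls were vehicle for no effect and no enzyme for full effect; nearly all actives have a fitted effect of over 30% in size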
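50 nM RECQ1T1 preincubated 15 min with compound in Tris pH 8.0 buffer with MgCl2, DTT, Tween-20 and 2.5 ug/ml poly(dI-dC); started with 200 nM TAMRA/BHQ-2 forked duplex and 2 mM ATP. Unwinding read as fluorescence (525/598 nm), two reads 2 h apart.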
The depositor's hits bear a star; i = inactive; ? = inconclusive; . = no result given; [ ] = another dose, or the depositor's remark. Unless noted, the call rests on the fitted dose curve; in most records, active means well fitted curve in the direction sought with a large enough effect; inconclusive means small, poorly fitted or top-dose-only effect, or another doubt; inactive means no such curve, though single readings can be large; an effect the other way counts as inactive or inconclusive. Potency means the concentration at half of the fitted maximal effect.

SMILES	JMJD2E inh	Lamin A splicing	SMN2 splice up	GoLoco inh red	TRb-SRC2 inh	ALDH1A1 block	TR SRC2 fluor cs	RECQ1 inh
CC1=NN(c2cccc([N+](=O)[O-])c2)C(=O)C1	-11%	-6%[46 µM]	.	16%	-22%	?	-12%	i
Cc1cccc(NC(=O)c2cccnc2)c1	-1%	3%	-25%	0%	7%	-3%	0%	-9%
C=C(C)C(=O)Nc1ccc(OC(F)(F)C(F)F)c(NC(=O)C(=C)C)c1	-6%	2%	-9%	-3%	-8%	3%	-2%	-9%
COc1ccc2[nH]cc(CCN=C3SCC(=O)N3C)c2c1	-5%	7%	-5%	-1%	-18%	-2%	-1%	i
Cc1ccccc1OCC(=O)NNC(=O)CCN1C(=O)c2ccccc2C1=O	8%	.	-9%	-13%	1%	-4%	3%	-1%
COc1ccc(Nc2ccc(S(=O)(=O)N3CCCCC3)cc2[N+](=O)[O-])cc1	5%	?	-47%[inhibitor]	-7%	5%	1%	-2%	i
COc1ccc2c(c1)OC13CCCCC1C2C(C(=O)c1ccccc1)C(=O)N3 (stereo not given)	-3%	0%	25%	-6%	1%	?	-3%	-3%
C=CCN(N=Nc1cccc([N+](=O)[O-])c1)c1cccc([N+](=O)[O-])c1	-5%	11%	-19%	-12%	-3%	?	2%	i
O=C(NCCCn1ccnc1)c1nn2c(C(F)(F)F)cc(-c3ccc(Br)cc3)nc2c1Cl	-1%	-4%	17%	12%	-2%	1%	0%	-2%
CC1CCc2nn(CC(=O)NCCN3CCOCC3)cc2C1 (stereo not given)	-5%	-12%	2%	4%	3%	1%	0%	-5%
Cc1ccc(C2NC(=O)c3c(sc(C)c3C)N2)c(O)c1 (stereo not given)	?	6%	5%	5%	-11%	-14%	-1%	-3%
CCOC(=O)c1nnn(-c2nc(N(C)C)nc(N(C)C)n2)c1C	-7%	?	-17%	5%	-1%	-2%	-1%	i
CCn1c(SCC(=O)Nc2ccc3c(c2)OCO3)nc2ccccc21	-23%	?	-11%	-4%	-15%	?	5%	i
N#Cc1ccccc1NC(=O)C1CC(=O)N(c2ccc3c4c(cccc24)CC3)C1 (stereo not given)	-7%	-6%	13%	-2%	-2%	?	-1%	-16%
CC1=CC(=C2C(=O)c3ccccc3C2=O)C=C(C)N1C	-2%	10%	7%	7%	4%	?	-5%	i
O=C(O)Cc1ccc(NS(=O)(=O)c2ccccc2Cl)cc1	3%	.	-7%	11%	2%	?	-1%	5%
S=c1[nH]nc(-c2cccc(Cl)c2)n1/N=C/c1ccco1	-19%	.	.	4%	4%	.	0%	-2%
CCOc1ccc(C(=O)Nc2cccc(C(C)=O)c2)cc1[N+](=O)[O-]	-6%	.	.	1%	1%	8%	-12%	-6%
COc1ccc(C2/C(=C(/O)c3ccccc3)C(=O)C(=O)N2CCO)cc1 (stereo not given)	0%	-12%	-15%	2%	-7%	8%	-3%	-12%
CC(C)(C)NC(=O)N1CCn2cccc2C1c1ccccc1F (stereo not given)	-14%	.	-2%	1%	7%	-8%	1%	-6%
CCN(CC)CCn1c2ccccc2c2nc3ccc([N+](=O)[O-])cc3cc21	-11%	.	.	-4%	-5%	.	-6%	-11%
Cc1noc(NS(=O)(=O)c2ccc(NC(=O)c3ccoc3C)cc2)c1C	-3%	-5%	11%	3%	3%	-4%	-3%	-8%
CCOC(=O)c1sc(NC(=S)NC(=O)c2ccccc2Cl)c(C(=O)OCC)c1C	8%	-13%	-4%	1%	-3%	10%	-1%	i
Cc1ccccc1-c1nnc(SCC(=O)Nc2ccc3c(c2)OCCO3)n1N	4%	-9%	-5%	2%	-7%	-14%	-2%	-8%
COc1ccc(OC)c(N(CC(=O)O)S(=O)(=O)c2ccc(OC)c(OC)c2)c1	-3%	-3%	14%	6%	-8%	-1%	2%	i
Cc1ccc(N=Nc2c(O)c3ccccc3[nH]c2=O)c(S(=O)(=O)N(C)C)c1	12%	.	-2%[9.22 µM]	5%[14.2 µM]	-13%	14µM*	-1%	-11%
CCOc1ccc(OCC)c(NC(=O)CSc2nc3cccnc3n2C)c1	-3%	?	-59%[inhibitor]	5%	-3%	8%	-5%	-6%
Cc1cc(NC(=O)CSc2nnc(CNc3ccc(F)cc3)n2C2CCCCC2)no1	4%	9%	-9%	4%	-15%	3%	-3%	i
CCN(C(=O)COc1ncnc2sccc12)c1ccccc1	-2%	.	3%	5%	-1%	-1%	-1%	i
O=C(OCn1ncc(Br)c(Br)c1=O)c1ccccc1Cl	4%	?	-53%[inhibitor]	-16%	-18%	0.4µM*	-2%	-24%
CCn1c(SCC(N)=O)nc2c1c(=O)n(C)c(=O)n2C	-2%	15%	-1%	9%	-3%	3%	-2%	5%
O=C(NCCN1C(=O)C2C3C=CC(C3)C2C1=O)Nc1ccc(Br)cc1 (stereo not given)	-4%	-3%	11µM*	-1%	-6%	11µM*	-6%	-1%
CCC(=O)Nc1c(C#N)c2nc3ccccc3nc2n1-c1ccccc1C	?	-1%	-3%	-10%	-4%	?	-1%	i
O=C(NC(=O)c1cccc(F)c1)OC[C@@H]1CCCN2CCCC[C@H]12	1%	-11%	26%	-10%	-3%	-1%	-2%	1%
COc1ccc(OC)c(N(CC(=O)Nc2cccnc2)S(=O)(=O)c2ccccc2)c1	1%	0%	-10%	-2%	-5%	-8%	-7%	-9%
O=C1OCCC1N1C(=O)c2ccccc2S1(=O)=O (stereo not given)	-3%	2%	-9%	-14%	4%	0%	3%	i
Cc1ccc(OCC(=O)N2CCN(C(=O)c3cccc(F)c3)CC2)cc1	-2%	?	-11%	3%	-9%	?	0%	26%
CCOc1cccc(C(=O)Nc2cccc(C(=O)NCC(C)C)c2)c1	6%	-5%	-2%	0%	7%	4%	0%	-2%
CCCc1nnc(SCC(=O)N2CCOCC2)n1C	-3%	-8%	-5%	-7%	-1%	15%	-3%	2%
COc1cc2cc(Oc3ccc4ccc(=O)oc4c3)c(=O)oc2cc1OC1OC(COC(=O)CC(C)(O)CC(=O)O)C(O)C(O)C1O (stereo not given)	?	-1%	3%	5%	-3%	?	-3%	-3%
COc1ccc(N2C(=O)CSC2c2cccc(F)c2)c(OC)c1 (stereo not given)	-2%	-1%	14%	3%	-4%	2%	2%	i
Cc1nnc(SCc2c(Cl)cccc2Cl)s1	0%	13%	-15%	4%	-2%	-5%	-5%	-3%
Cc1ccc2cc3c(nc2c1)OCC3	-12%	.	.	5%	1%	.	-2%	i
Cc1ccc(-c2cn3c(n2)SCC3)cc1	-4%	.	11µM*	6%	-3%	-5%	-7%	-11%
COc1cc(C(C(=O)NC2CCCCC2)N(CCN2CCOCC2)C(=O)C2COc3ccccc3O2)cc(OC)c1OC (stereo not given)	1%	13%[46 µM]	.	-8%	6%	7%	-2%	-3%
CCC1S/C(=N/N=C/c2ccco2)NC1=O (stereo not given)	6%	5%	6%	7%	-6%	-12%	0%	-1%
O=C(Cn1c(=O)oc2cc(S(=O)(=O)N3CCc4ccccc43)ccc21)N1CCCCC1	-1%	-9%	-25%	-9%	3%	?	1%	-5%
O=c1c2ccccc2cnn1Cc1n[nH]c(=S)n1-c1ccc(F)cc1	-6%	?	15%	12%	1%	-4%	-1%	i
CCOc1ccc(/C(O)=C2/C(=O)C(=O)N(c3ncccn3)C2c2ccc(Cl)cc2)cc1 (stereo not given)	-1%	.	.	-4%	7%	.	1%	-9%
O=S(=O)(Nc1nc2ccccc2[nH]1)c1ccccc1	-4%	8%	27%	-7%	-8%	?	-3%	4%
Other compounds follow:
SMILES	JMJD2E inh	Lamin A splicing	SMN2 splice up	GoLoco inh red	TRb-SRC2 inh	ALDH1A1 block	TR SRC2 fluor cs	RECQ1 inh
Cc1noc(C)c1CN(C(=S)NC1CC1)c1ccccc1	-1%	-10%	17%	8%	6%	20%	2%	i
COC(=O)c1cc(NCc2cccs2)ccc1N1CCOCC1	-22%	-3%	13%	3%	4%	18µM*	-5%	-1%
Cc1nc(N)ncc1Sc1ccc(Cl)cc1	-12%	.	-14%	6%	0%	8%	-1%	-6%
COc1ccc([N+](=O)[O-])cc1NC(=O)CSCc1ccc(Br)cc1	-7%	?	-39%[inhibitor]	4%	-1%	?	-4%	-14%
CN[C@@H]1[C@H](O[C@H]2[C@H](O[C@H]3[C@H](O)[C@@H](O)[C@H](N=C(N)N)[C@@H](O)[C@@H]3N=C(N)N)O[C@@H](C)[C@]2(O)C=O)O[C@@H](CO)[C@H](O)[C@H]1O	.	-3%	.	-12%	-5%	?	0%	i
COc1cc2c(cc1NC(=O)Cn1cnc3c1c(=O)n(C)c(=O)n3C)oc1ccccc12	3%	15%	-16%	-1%	-2%	12%	0%	0%
CCOc1ccc(NC(=O)C2CCCCN2S(=O)(=O)c2ccccc2)cc1 (stereo not given)	-7%	?	-8%	0%	-18%	-6%	-3%	-4%
CCN(CC)S(=O)(=O)c1ccc(N2CCN(CCO)CC2)nc1	6%	1%	7%	-2%	5%	-5%	2%	0%

By substructure, those above containing a cyano group (two)
SMILES	JMJD2E inh	Lamin A splicing	SMN2 splice up	GoLoco inh red	TRb-SRC2 inh	ALDH1A1 block	TR SRC2 fluor cs	RECQ1 inh
N#Cc1ccccc1NC(=O)C1CC(=O)N(c2ccc3c4c(cccc24)CC3)C1 (stereo not given)	-7%	-6%	13%	-2%	-2%	?	-1%	-16%
CCC(=O)Nc1c(C#N)c2nc3ccccc3nc2n1-c1ccccc1C	?	-1%	-3%	-10%	-4%	?	-1%	i

Assay outcomes as filed in PubChem.

These rows are one share of the data (hit frequency here may not be typical).
